# Screens from PubChem.
# hcDAF12 agonist = H. contortus DAF-12 nuclear receptor activators, primary screen, cell-based, luminescence, HEK293, lit1-tk-luc reporter; HEK293 hcDAF-12 lit1-tk-luc reporter; 0% DMSO, 100% Δ7-dafachronic acid; activation, % at 6.8 µM; actives 1.4% (n = 370,000); AID 652067, 2013;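 active = activation above the mean of all tested compounds plus 3 SD, cut at about 5.5% in these data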;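 also: 100% = response to 3 µM Δ7-dafachronic acid high control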
# DAX1 inh-1 = DAX1 (NR0B1) inhibitors, primary screen, cell-based, HEK293, Gal4-DAX1, luciferase luminescence | actives 0.99% (n = 340,000) | inhibition, % at 6.75 µM | HEK293 Gal4-DAX1 luciferase reporter | AID 504766, 2011;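 active = inhibition above the mean over all tested compounds plus 3 SD, cut at about 4.2% in these data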;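 also: 0% = DAX1-transfected cells with DMSO and 100% = empty-vector control cells with DMSO; inhibition shows as a rise in luminescence from relieved DAX1 repression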
# Target sequence (P51843 207-470 limits assumed): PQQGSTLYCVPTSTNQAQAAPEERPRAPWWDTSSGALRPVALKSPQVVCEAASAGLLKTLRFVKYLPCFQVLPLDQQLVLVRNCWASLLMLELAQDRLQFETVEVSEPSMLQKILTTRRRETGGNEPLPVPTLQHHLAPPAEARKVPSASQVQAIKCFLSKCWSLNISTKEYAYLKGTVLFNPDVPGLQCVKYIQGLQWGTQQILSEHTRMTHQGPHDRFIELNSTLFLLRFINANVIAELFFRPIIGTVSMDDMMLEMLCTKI
# FXN GAA850 act = FXN promoter activators, primary screen, cell-based, luciferase luminescence, HEK293 lucGAA850; HEK293 lucGAA850 FXN promoter luciferase reporter, 24 h; percent of 10 µM SAHA response; activation, % at 6 µM; actives 0.56% (n = 360,000); AID 540364, 2011;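 active = activation above the average of all compounds screened plus 3 SD, cutoff fixed separately per campaign, cut at about 7.5% in these data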;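 also: 0% = DMSO wells and 100% = 10 µM SAHA wells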
# ssDAF12 agonist = S. stercoralis DAF-12 nuclear receptor activators, primary screen, cell-based, luminescence, HEK293, GRIP1 co-expression, lit1-tk-luc; AID 652126, 2013; activation, % at 6.8 µM; HEK293 ssDAF-12/GRIP1 lit1-tk-luc reporter; % of 3 µM dafachronic acid response; actives 1% (n = 370,000); Nuclear hormone receptor DAF-12 (Strongyloides stercoralis);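 active = activation above the mean over all tested compounds plus 3 SD, cut at about 0.9% in these data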;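 also: 0% = DMSO-only wells and 100% = 3 µM delta7-dafachronic acid wells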
# DAX1 inh-2 = DAX1 (NR0B1) inhibitors on StAR promoter, primary screen, cell-based, luminescence, SF-1 (NR5A1), full-length DAX-1 | AID 652010, 2013 | inhibition, % at 6.8 µM | actives 1.1% (n = 370,000) | HEK293T StAR-luciferase reporter, SF-1/DAX-1 repression relief;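 active = inhibition above the mean over all tested compounds plus 3 SD, cut at about 3.6% in these data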;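 also: 0% = DAX-1 cells with DMSO and 100% = cells lacking DAX-1 with DMSO; higher inhibition means more luminescence from relief of DAX-1 repression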
# GC-A act = GC-A stimulated cGMP production enhancers – HEK293 GC-A cells, cGMP TR-FRET, EC30 ANP, primary screen; 0% at EC30 ANP, 100% saturating ANP; activation, % at 10 µM; actives 0.14% (n = 370,000); in the data active = activation above about 40%
# SMARCA2 activ = SMARCA2 (BRM) function activators, primary screen, cell-based, luminescence, high throughput | MG213 cells, MMTV-luciferase reporter, dexamethasone, overnight | activation, % at 9.1 µM | actives 1% (n = 370,000) | AID 652017, 2013; in the data active = activation above about 7.8%;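 also: 0% = vehicle wells and 100% = reference activator wells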
# sPLA2-III inh = human group III sPLA2 inhibitors, primary screen, biochemical, QFRET, BODIPY PC-A2 liposome substrate; Group 3 secretory phospholipase A2 (Homo sapiens), Q9NZ20; actives 0.56% (n = 370,000); inhibition, % at 12.2 µM; QFRET BODIPY PC-A2 liposome hydrolysis, fluorescence; AID 743126, 2013;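 active = inhibition above mean plus 3 SD of compounds lying within the high and low control bounds, cut at about 19% in these data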;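 also: 0% = median of test compound wells and 100% = no enzyme DMSO wells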
# Target sequence (Q9NZ20 whole entry, looked up): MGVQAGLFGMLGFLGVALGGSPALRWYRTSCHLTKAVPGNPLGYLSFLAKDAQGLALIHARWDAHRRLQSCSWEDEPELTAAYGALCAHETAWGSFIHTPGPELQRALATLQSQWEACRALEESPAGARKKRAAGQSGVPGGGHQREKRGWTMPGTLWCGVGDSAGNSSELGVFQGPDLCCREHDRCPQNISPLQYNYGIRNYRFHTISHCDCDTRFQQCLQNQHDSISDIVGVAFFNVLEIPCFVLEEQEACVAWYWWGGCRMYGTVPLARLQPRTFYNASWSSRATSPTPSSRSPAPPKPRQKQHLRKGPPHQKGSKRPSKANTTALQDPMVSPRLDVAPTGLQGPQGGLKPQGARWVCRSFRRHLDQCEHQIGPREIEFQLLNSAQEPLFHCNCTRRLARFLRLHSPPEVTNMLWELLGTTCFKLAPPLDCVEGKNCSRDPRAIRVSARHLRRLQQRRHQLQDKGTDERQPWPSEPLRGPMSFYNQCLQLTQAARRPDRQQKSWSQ
# KLK7 zymogen act = proKLK7 zymogen activators, primary screen, biochemical, fluorescence intensity. Kallikrein-7 (Homo sapiens), P49862. purified proKLK7, EDANS-DABCYL substrate fluorescence; 100% is mature enzyme control, 0% vehicle. activation, % at 7 µM. actives 0.9% (n = 370,000);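 active = activation above the mean of all tested compounds plus 3 SD, computed per campaign excluding outliers beyond control limits, cut at about 13% in these data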
# Target sequence (P49862 whole entry, looked up): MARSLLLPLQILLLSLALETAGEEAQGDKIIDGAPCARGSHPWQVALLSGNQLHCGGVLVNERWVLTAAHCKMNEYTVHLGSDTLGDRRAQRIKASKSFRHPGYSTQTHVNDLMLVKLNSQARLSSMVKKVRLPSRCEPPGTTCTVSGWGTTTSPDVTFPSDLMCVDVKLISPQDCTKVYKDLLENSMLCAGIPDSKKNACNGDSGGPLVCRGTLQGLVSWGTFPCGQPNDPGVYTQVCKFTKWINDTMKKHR
# hgDAF12 agonist = H. glycines DAF-12 receptor agonists, primary screen, cell-based, luminescence, HEK293, GAL4 fusion, UAS-luciferase | Nuclear hormone receptor DAF-12 (Heterodera glycines), GAL4 fusion | HEK293 GAL4-hgDAF12 UAS-luciferase reporter, agonist luminescence; normalized to butyrate control | activation, % at 6.8 µM | actives 1.8% (n = 370,000);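 active = activation above a cutoff set at the mean of all screened compounds plus 3 SD, cut at about 10% in these data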;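 also: 0% = DMSO wells and 100% = sodium butyrate wells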
# NPR2 activator = human GC-B receptor activators, primary screen, HEK293 GC-B cells, cGMP TR-FRET, EC30 CNP; Atrial natriuretic peptide receptor 2 (Homo sapiens), P20594; 0% at EC30 CNP, 100% saturating CNP; activation, % at 10 µM; actives 0.11% (n = 370,000); AID 1920062, 2024;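 active = activation at 10 µM reaching about 35% in either raw or pattern-adjusted values, limit read from the data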
# * = called active by the depositor; · = no result given.
SMILES,hcDAF12 agonist,DAX1 inh-1,FXN GAA850 act,ssDAF12 agonist,DAX1 inh-2,GC-A act,SMARCA2 activ,sPLA2-III inh,KLK7 zymogen act,hgDAF12 agonist,NPR2 activator
Cc1cc2cc(CNS(=O)(=O)c3ccccc3)ccc2n1C,-0.2,0.3,-0.7,-0.9,-0.3,-4,2,-4,0.8,-3.2,4
COc1cc(NC(=O)c2c(F)c(F)c(OC)c(F)c2F)ccc1NC(=O)c1cccs1,-3.2,-1.2,0.2,-0.9,-3.3,3,-1,-11,-0.9,2.7,4
CC(C)(C)C(=O)N1CCC[C@]2(CC[C@H](CCC#N)O2)C1,1.1,·,·,-0.8,0.4,-1,-1,5,-0.8,0.8,-1
S=C(NCc1ccco1)Nc1ccc(Cl)cn1,1.2,-0.1,4.5,-0.4,-0.4,-1,-1,12,1.0,0.8,4
Fc1ccc2cnc(-c3ccccc3)c(-c3cccc(C(F)(F)F)c3)c2c1,-2.3,-0.2,2.6,-1.4,-0.2,-5,0,-7,0.0,1.7,-1
CCn1cc(C(=O)NN)c(=O)c2cc(F)c(N3CCOCC3)cc21,0.0,2.1,2.9,-1.5,-0.1,4,1,-1,-3.8,1.2,3
COc1cccc(CNC(=O)CNC(=O)N2CC(=O)Nc3ccccc32)c1,-1.1,1.4,-1.4,-1.1,3.7*,-2,-1,-1,0.6,1.3,-1
O=C(/C=C/c1cccs1)c1ccc(Br)cc1,0.2,0.6,5.1,-0.3,0.2,7,2,1,-0.8,2.9,-14
Cc1ccccc1CN1[C@@H](C)[C@H](c2ccccc2)Oc2cccc(NCCc3ccccc3)c2S1(=O)=O,-0.2,·,·,-0.5,-0.6,0,-1,2,-0.1,1.4,1
CC(=O)Nc1ccc(NC(=O)C2CCCCN2S(=O)(=O)c2ccc(C(C)(C)C)cc2)cc1 (configuration not stated),-1.5,0.0,-0.2,-0.7,-0.5,-1,-1,-16,-0.5,-0.9,1
Cc1cc(C(=O)OCC(=O)NCc2ccc(Cl)cc2Cl)c(C)o1,0.9,-0.4,1.6,-0.6,-2.0,-3,0,-1,0.4,-3.9,0
Cc1cccc(C(=O)N/N=C/c2ccc(OCC(=O)N3CCCCC3)cc2)c1,-1.6,-0.5,0.2,-0.7,0.0,8,-2,6,0.4,3.2,1
CCCn1c(=O)c(C(=O)NCc2ccco2)c(O)c2ccccc21,0.4,1.3,0.2,-1.5,-0.4,3,2,-6,0.0,1.9,7
CCOc1ccc(CNS(=O)(=O)c2c(C)nc3sccn3c2=O)cc1OC,-2.2,0.8,-0.6,-1.0,-0.4,3,-2,2,-0.3,-1.3,3
COc1ccc(CCNc2ncnc3c2oc2ccccc23)cc1OC,-6.3,-4.5,-2.8,-3.0,-3.8,·,-7,-1,0.1,-11,·
COc1cc2oc(=O)cc(CN3CCCCC3)c2cc1Cl,0.1,·,·,-0.3,-0.6,4,-5,5,1.9,0.0,0
COc1ccc(C(=O)N2CCCC(CO)C2)cc1OC1CCN(C(C)C)CC1 (configuration not stated),-1.2,1.4,0.2,-1.1,-1.4,4,1,5,0.2,0.0,-2
COc1ccc(NS(=O)(=O)c2cc(NC(=O)c3ccco3)ccc2N2CCCCC2)cc1,-2.5,-1.2,1.9,-1.1,-0.5,1,2,-22,-1.0,0.8,0
FC(F)(F)c1cccc(NC(=S)N2CCN(c3ccccn3)CC2)c1,-0.4,-1.2,0.3,-1.2,-0.6,2,-2,-1,0.3,-0.5,3
COc1ccc(C(=O)Nc2ccc(N3CCOCC3)cc2)cc1S(=O)(=O)N1CCOCC1,-0.3,-0.4,-1.3,-0.6,-0.2,0,4,3,0.5,0.4,-2
CC1(c2nnnn2Cc2ccccc2)CN(S(C)(=O)=O)CC(=O)N1Cc1cccs1 (configuration not stated),-2.2,·,·,-0.9,0.8,-1,-2,3,-0.4,3.5,0
CCOC(=O)c1cc(CC)sc1NC(=O)CC1Sc2ccc(C(F)(F)F)cc2NC1=O (configuration not stated),-1.6,-0.9,2.1,-1.4,-0.1,-7,-2,13,-0.6,1.9,2
CC(C(c1cccs1)c1c(N)n(C)c(=O)n(C)c1=O)[N+](=O)[O-] (configuration not stated),0.5,0.4,0.7,-1.6,0.5,-3,-1,4,0.0,-1.0,-5
O=C1CC(c2ccccc2)CC(O)=C1C=NCCN1CCN(Cc2ccccc2)CC1 (configuration not stated),-2.8,3.5,-0.6,-1.6,0.4,-1,5,-7,0.3,1.4,0
CC1(C(=O)NS(=O)(=O)c2ccc(F)cc2F)CCN1C(=O)C1(c2ccc(Cl)cc2)CC1 (configuration not stated),1.2,·,1.6,-1.3,1.0,4,0,-5,-0.1,3.4,2

# Exported with values under each structure: entries from further up
# Second line of a record – hcDAF12 agonist, DAX1 inh-1, FXN GAA850 act, ssDAF12 agonist, DAX1 inh-2, GC-A act, SMARCA2 activ, sPLA2-III inh, KLK7 zymogen act, hgDAF12 agonist, NPR2 activator
- COc1cccc(CNC(=O)CNC(=O)N2CC(=O)Nc3ccccc32)c1
  -1.1, 1.4, -1.4, -1.1, 3.7*, -2, -1, -1, 0.6, 1.3, -1
- O=C(/C=C/c1cccs1)c1ccc(Br)cc1
  0.2, 0.6, 5.1, -0.3, 0.2, 7, 2, 1, -0.8, 2.9, -14

# Next structures.
SMILES,hcDAF12 agonist,DAX1 inh-1,FXN GAA850 act,ssDAF12 agonist,DAX1 inh-2,GC-A act,SMARCA2 activ,sPLA2-III inh,KLK7 zymogen act,hgDAF12 agonist,NPR2 activator
Cc1ccc(C)c(S(=O)(=O)N2CCCOC2CNC(=O)C(=O)NCCC2=CCCCC2)c1 (configuration not stated),-1.3,0.1,1.3,0.2,-0.7,2,-1,-3,-0.5,-1.1,7
CCOC(=O)[C@@H]1[C@H]2COc3ccc(Br)cc3[C@H]2N2C(=O)N(c3ccc(OC)cc3)C(=O)[C@]12C,-0.7,0.0,-2.5,-1.7,-0.1,2,-1,-7,0.2,-2.6,1
CSc1nc2ccc(NC(=O)COc3ccccc3F)cc2s1,3.4,-0.5,1.7,-0.4,3.7*,0,2,-5,-0.1,8.7,1
COc1cccc(N2CCN(c3ccc4nnc(CCC(=O)Nc5ccccn5)n4n3)CC2)c1,-0.9,1.0,-0.4,-1.5,-0.3,-6,-2,5,0.8,-0.5,0
CCN(CC)CCN1C(=O)C(=O)/C(=C(/O)c2ccc(OC(C)C)cc2)C1c1ccncc1 (configuration not stated),-1.2,-0.2,1.1,-0.8,-0.9,1,0,8,0.4,-3.4,8
COc1ccc(OCC(=O)N2CCN(S(=O)(=O)c3ccc(Cl)cc3)CC2)cc1,1.1,0.0,0.8,-0.3,0.0,-4,0,0,-0.2,0.7,-8
Cc1ccccc1CSc1ccc(S(=O)(=O)N2CCCC2)cn1,-1.9,-0.3,-0.7,-1.1,-1.6,3,-2,-14,0.2,2.1,-3
CC(C)CC(=O)Nc1nnc(CCc2ccccc2)s1,0.0,1.9,2.6,-0.6,-0.2,6,-1,-5,-0.3,1.1,5
CC(C)(C)NC(=O)NC(=O)CN1CCN(Cc2ccccc2)CC1,-1.8,-0.7,-0.3,-1.3,-0.8,0,-2,0,0.1,-1.7,1
Cc1cccc(C)c1-n1c(SCC(=O)NCc2ccco2)nc2ccccc2c1=O,-0.2,-0.2,2.4,-1.2,-0.7,-3,0,-2,-0.3,-2.5,4
Cc1ccnc(SC2CC(=O)N(c3ccc(Cl)cc3)C2=O)n1 (configuration not stated),0.0,2.6,1.3,-1.6,0.6,0,-2,6,0.6,-1.2,4
O=C(O)c1ccc(N/N=C/c2cccc(C(F)(F)F)c2)cc1,4.8,4.7*,6.0,-0.2,4.4*,4,-1,-24,0.0,10,-2
CC1=CC(=O)CC(C)(C)[C@@]1(O)/C=C/[C@@H](C)O[C@@H]1O[C@H](CO)[C@@H](O)[C@H](O)[C@H]1O,-2.0,-1.4,-0.3,-1.7,0.1,2,1,0,-0.1,0.0,0
Cc1cc(NC(=O)CS(=O)(=O)Cc2ccccc2)no1,0.7,-0.3,3.1,-1.1,-0.1,5,0,-4,0.4,3.5,3
COc1ccc(CCNC(=O)CCCCCNc2nc(=S)[nH]c3ccccc23)cc1OC,-2.1,-2.8,-1.7,-1.8,-1.1,2,-1,2,0.1,-3.9,-1
Cc1nc2ccccc2c(C)c1CC(=O)N(C)CC(=O)Nc1cccc(F)c1,1.3,-1.7,1.1,-0.7,-0.4,0,1,-14,0.2,0.9,-4
Cn1c(=O)c(C(=O)CN2CCCCC2)c(N)n(Cc2ccccc2)c1=O,-0.6,-0.6,2.2,-1.1,0.6,3,-3,8,-0.2,-3.2,0
COc1ccc(NC(=O)CN(C)C(=O)C2=NN(c3ccccc3)C(=O)CC2)cc1,2.6,-0.5,0.9,-0.8,-0.5,3,-3,9,0.3,-0.7,-3
COc1cc(C(c2c(C)[nH][nH]c2=O)c2c(C)[nH][nH]c2=O)ccc1OS(=O)(=O)c1ccc(C)cc1,-2.0,-0.7,0.3,-1.3,0.1,3,0,-9,0.3,-0.1,7
O=C(NCc1cccnc1)c1cccc(NC(=O)c2ccco2)c1,-0.9,-0.6,1.6,-1.2,-0.4,0,5,4,-0.3,-0.6,4
O=C1CCCN1CCCNc1ccc2nnc(CCC(=O)N3CCN(c4ccccc4)CC3)n2n1,3.4,0.9,-0.3,-1.0,-1.2,-1,0,5,0.2,2.2,-1
O=C(CSc1ccccc1)Nc1ccc(S(=O)(=O)Nc2ncccn2)cc1,-0.8,-0.4,0.4,-0.9,1.0,1,-2,2,-0.1,-2.3,1
CC(=O)Nc1ccc(C(=O)OCC(=O)NCc2ccc3c(c2)OCO3)cc1,1.5,0.8,-1.8,-0.8,-0.2,-9,-4,-6,0.3,-0.6,-7
CC1(C)CC(=O)c2sc(NS(=O)(=O)Cc3ccccc3)nc2C1,-0.4,0.8,5.6,-1.0,0.6,1,0,4,0.0,1.2,4
CC1(C)CCc2cc(CN3CCN(c4ccccn4)CC3)ccc2O1,2.4,-1.6,-0.8,-1.6,0.0,1,-2,-3,-0.3,3.6,2
CCOc1ccc(-n2c(=O)c3sccc3n(CC(=O)NCc3ccco3)c2=O)cc1,-1.7,0.5,-1.9,-1.3,0.9,4,-4,1,0.5,-0.9,-1
O=c1ccc2cc(S(=O)(=O)N3CCN(c4ccccc4)CC3)ccc2[nH]1,1.1,0.2,-0.1,-0.9,0.4,-5,0,7,-0.3,0.8,2
